KDM5B inhibitor – KDM5B demethylase inhibition; Q9UGL1; KDM5B demethylase, FDH-coupled NADH fluorescence (FDH is formaldehyde dehydrogenase); Potency, µM (top dose mostly 57.7 µM), for the others: at the top dose activity change, negative = inhibition, hits mostly inhibitors; 220,000 compounds, 2.6% hits; AID 1347165; active = well fitted inhibition curve with a large enough effect; inconclusive = small, poorly fitted or top-dose-only effect; inactive = no such curve, though single readings can be large or run the other way; also: 0% is about no effect; nearly all actives have a fitted effect of over 70% in size
Target sequence (Q9UGL1 whole entry, looked up): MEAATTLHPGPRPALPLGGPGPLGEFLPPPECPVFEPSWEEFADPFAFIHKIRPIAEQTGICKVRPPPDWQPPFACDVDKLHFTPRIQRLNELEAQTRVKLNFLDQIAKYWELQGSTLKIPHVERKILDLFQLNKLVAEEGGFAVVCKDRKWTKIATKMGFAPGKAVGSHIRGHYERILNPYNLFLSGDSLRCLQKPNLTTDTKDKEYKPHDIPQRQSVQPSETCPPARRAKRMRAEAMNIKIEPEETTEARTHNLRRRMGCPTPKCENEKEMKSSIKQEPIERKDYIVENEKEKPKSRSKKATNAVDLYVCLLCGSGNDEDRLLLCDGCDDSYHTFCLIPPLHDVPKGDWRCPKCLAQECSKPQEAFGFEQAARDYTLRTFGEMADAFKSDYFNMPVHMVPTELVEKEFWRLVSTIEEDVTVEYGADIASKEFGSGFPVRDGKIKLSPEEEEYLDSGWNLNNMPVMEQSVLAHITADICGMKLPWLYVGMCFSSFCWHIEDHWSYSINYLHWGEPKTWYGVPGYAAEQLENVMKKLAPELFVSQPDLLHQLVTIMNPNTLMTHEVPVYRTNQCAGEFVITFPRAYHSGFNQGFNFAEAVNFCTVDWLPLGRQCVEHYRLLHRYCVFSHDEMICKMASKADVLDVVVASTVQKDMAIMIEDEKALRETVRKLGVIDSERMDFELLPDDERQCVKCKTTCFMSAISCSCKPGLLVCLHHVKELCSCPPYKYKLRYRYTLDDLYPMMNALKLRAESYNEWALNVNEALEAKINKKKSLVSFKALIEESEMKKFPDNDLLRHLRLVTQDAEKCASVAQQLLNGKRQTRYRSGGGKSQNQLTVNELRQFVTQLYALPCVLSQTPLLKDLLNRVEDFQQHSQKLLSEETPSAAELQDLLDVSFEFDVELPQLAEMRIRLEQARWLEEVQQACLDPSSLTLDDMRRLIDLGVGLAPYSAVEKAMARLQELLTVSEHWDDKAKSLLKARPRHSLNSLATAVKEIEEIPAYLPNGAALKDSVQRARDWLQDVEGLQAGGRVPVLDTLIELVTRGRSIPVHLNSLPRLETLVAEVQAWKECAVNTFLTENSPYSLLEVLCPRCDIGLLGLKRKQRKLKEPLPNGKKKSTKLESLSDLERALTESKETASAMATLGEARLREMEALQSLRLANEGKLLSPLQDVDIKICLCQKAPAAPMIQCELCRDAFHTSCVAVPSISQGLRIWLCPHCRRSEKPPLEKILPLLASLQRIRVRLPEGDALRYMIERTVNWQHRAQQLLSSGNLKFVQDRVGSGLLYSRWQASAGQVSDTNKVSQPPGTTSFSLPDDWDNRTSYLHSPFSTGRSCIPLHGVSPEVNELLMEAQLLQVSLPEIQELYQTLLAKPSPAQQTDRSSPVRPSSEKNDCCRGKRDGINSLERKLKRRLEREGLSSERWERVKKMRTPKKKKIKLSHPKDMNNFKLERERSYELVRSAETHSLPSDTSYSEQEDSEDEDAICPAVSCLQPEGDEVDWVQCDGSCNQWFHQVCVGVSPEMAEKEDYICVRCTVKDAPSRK
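KDM5BΔAP (200 nM final) in 50 mM HEPES pH 7.5, 0.01% Tween-20 was preincubated 10 min at RT with compound over a concentration range. Substrate mix (H3K4me3 12.5 µM, α-KG 25 µM, Fe²⁺, ascorbate, NAD⁺, FDH) was added, and NADH fluorescence change over 30 min gave dose-response curves.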
The depositor's hits bear a star; ? = inconclusive; [ ] = another dose, or the depositor's remark. Potency is read from the fitted curve at half-maximal effect.

| Structure | KDM5B inhibitor |
| --- | --- |
| CN(C)C(=O)c1cccnc1OC1CCN(S(=O)(=O)Cc2ccccc2Cl)C1 (stereo not drawn) | -10% |
| Cc1ccc(CNC(=O)N2CCCC(c3nc(C(C)C)no3)CCNC(=O)CC2)cc1 (stereo not drawn) | 24% |
| COc1ccc(CNC(=O)c2nc(-c3cccc4[nH]ccc34)no2)cc1OC | -22% |
| CCSC1=N/C(=C\c2ccc(Br)s2)C(=O)S1 | -20% |
| CN(C)C(=O)C1CCc2nnc(C3CCN(C(=O)c4ccccc4)CC3)n21 (stereo not drawn) | 18%[115 µM] |
| COCCCNc1nc2c(S(=O)(=O)c3ccc(C)c(C)c3)nnn2c2ccccc12 | 79µM* |
| O=C(NCc1nnc2ccc(-c3ccc(Cl)cc3)nn12)c1cc(F)ccc1F | ? |
| CC(=O)N(CCC(c1ccco1)C(C)C)Cc1ccc(OC(C)C)cc1 (stereo not drawn) | ? |
| Cc1cc(C(=O)N2CCc3c(nc(-c4ccc(F)cc4)[nH]c3=O)C2)nn1C | ? |
| COc1ccccc1-c1cc(C(=O)Nc2c(C)nn(Cc3ccc(C)cc3)c2C)no1 | -8% |
| CCOC(=O)c1ccc(N2C(=O)[C@@H]3Cc4nc[nH]c4CN3C2=O)cc1 | -16%[86.2 µM] |
| COCC(O)CNC(=O)c1cc(-c2ccc(OC)cc2)nc2ccccc12 (stereo not drawn) | ? |
| Cc1ccc(CNC(=O)c2c(-c3cccc(Br)c3)noc2C)o1 | -25% |
| CCC(=O)NCCC1CCN(C(=O)Nc2ccc(C)cc2)CC1 | 18% |
| CNC(C)c1ccccc1OC (stereo not drawn) | 5%[230 µM] |
| CCCCn1c(-n2nc(CC)cc2CC)nc2c1c(=O)[nH]c(=O)n2C | -20% |
| CC1CCN(C(=O)COC(=O)Cc2c[nH]c3ccccc23)CC1 | 13% |
| CCc1ccc(C(=O)NC2=NC(c3cc(OC)ccc3OC)CC(=O)N2)cc1 (stereo not drawn) | 4% |
| CC(=O)N1CCC([C@@H]2CN(C(=O)CCCc3ccccc3)C[C@H]2CO)CC1 | 31% |
| COC(=O)c1sccc1NC(=O)CC1C(=O)NCCN1C(=O)c1ccc(F)cc1 (stereo not drawn) | 20% |

The final 3 entries of the part before lead into the next.
| Structure | KDM5B inhibitor |
| --- | --- |
| CCc1ccc(C(=O)NC2=NC(c3cc(OC)ccc3OC)CC(=O)N2)cc1 (stereo not drawn) | 4% |
| CC(=O)N1CCC([C@@H]2CN(C(=O)CCCc3ccccc3)C[C@H]2CO)CC1 | 31% |
| COC(=O)c1sccc1NC(=O)CC1C(=O)NCCN1C(=O)c1ccc(F)cc1 (stereo not drawn) | 20% |
| O=C(C1CN(C(=O)c2ccc(Cl)c(Cl)c2)c2ccccc2O1)N1CCOCC1 (stereo not drawn) | 16% |
| c1ccc(COCCCc2nc(C3CCOC3)n[nH]2)cc1 (stereo not drawn) | 31%[activator] |
| Cc1cc(C)c(NC(=O)CN2CCN(C(=O)C3CC3)CC2)c(C)c1 | -9% |
| O=C(C1CC1)N1CC[C@H](c2nc3ccccc3s2)C1 | -29%[115 µM] |
| O=C(c1ccc(F)cc1)N1CCC2(CC1)CCN(Cc1cccs1)c1ccccc1O2 | ? |
| Cn1cc(-c2cn(C)c(=O)n3cc(COc4ccc(Cl)cc4)nc23)cn1 | -5%[86.2 µM] |
| Cc1ccsc1C(=O)N1CCC(CC(=O)NCc2ccccc2)C1 (stereo not drawn) | 0% |
| O=C(c1ccccc1)N1CCC(NCc2cnn(-c3cccc(F)c3)c2)CC1 | -19% |
| N#Cc1cccnc1N1CC[C@@H](N2CCC(O)CC2)[C@H](O)C1 | 25µM* |
| COc1ccc(CN2CCC3(CC(=O)Nc4ccccc4N3)C2)cc1 (stereo not drawn) | -7%[149 µM] |
| O=C(NCC(O)c1ccc(F)c(F)c1)Nc1nnc(C2CC2)s1 (stereo not drawn) | 1% |
| COc1ccccc1C1c2ccc(O)cc2Oc2ncn3nc(C)nc3c21 (stereo not drawn) | 2% |
| COCC1(CNCc2cnn(C)c2)C[C@@H](O)[C@@H](O)C1 (stereo partly drawn) | -14%[115 µM] |
| CCOc1ccc(CNC(=O)c2ccc(NC(=O)N3CCCCc4ccccc43)cc2)cc1 | 9% |
| NC(=O)COc1ccc(C2CC(=O)Nc3n[nH]c(Nc4ccccc4)c32)cc1 (stereo not drawn) | 15% |
| COc1cc(C(=O)NCCSc2c(C)[nH]c3ccccc23)cc(OC)c1OC | -17% |
| CC(=O)N1CCC(n2c(C)cnc2-c2ccccc2)CC1 | 15% |
| CC(C)C(CNC(=O)c1nn(-c2ccccc2)c(=O)c2ccccc12)N1CCOCC1 (stereo not drawn) | 7% |
| O=C(CCc1cccs1)Nc1cccc2c1CCCC2 | 17% |
| Cn1c(=O)c2c(n(C)c1=O)n(CC(=O)NC(C)(C)C)c(=O)n2C | 11% |

Additional results.
| Structure | KDM5B inhibitor |
| --- | --- |
| O=C(N/N=C/c1ccc(Br)s1)C(c1ccccc1)c1ccccc1 | -23% |
| COc1ccc(NC(=O)Cc2cnc(-n3cccc3)s2)cc1 | 11% |
| Cc1ccc(-n2nnc(C(=O)Nc3nccs3)c2C(C)C)cc1 | -1% |
| CCCCCn1nc(C(=O)N(CC)Cc2nc3ccccc3c(=O)[nH]2)c2ccccc2c1=O | -14% |
| CN1CC2(CCN(C(=O)c3ccccc3C3CCNC3)CC2)CC1=O (stereo not drawn) | -25% |
| Cc1nn(-c2ccccc2)c(C)c1/C=N/NC(=O)c1cnccn1 | -6% |
| c1ccc2oc(Oc3ccc(C4SCCS4)cc3)nc2c1 | -26% |
| N#Cc1ccc(CN2C[C@@H]3C[C@H]2C(=O)N(Cc2ccccc2)c2ccccc2O3)cc1 | 28µM* |
| Cc1ccc(NC(=O)Cn2cc(S(=O)(=O)N3CCCC3)c(S(=O)(=O)N3CCCC3)c2)cc1C | -10% |
| CCCc1nc2sc3c(NCCN)ncnc3c2c2c1CCC2 | ? |
| CCOc1cc(CNC(=O)c2ccc3nc(CCc4ccccc4)oc3c2)ccc1OC | 7% |
| CN(C)[C@H]1CCN(C(=O)c2ccc(SCCO)cc2)C[C@H]1CCC(=O)O | -12% |
| CC(C)n1c(C2CCN(C(=O)Cc3cccc(F)c3)CC2)nn(C)c1=O | -11% |
| CCCNC(=O)N(C1CCOCC1)C1CCN(C(=O)c2ccc(Cl)s2)CC1 | -9% |
| COc1ccc(OCCN(C)C(=O)c2ccc3ccccc3n2)cc1 | -20% |
| CCn1nc(CC(C)C)cc1C(=O)N1CCN(CCn2cccc2)CC1 | ? |
| CC(=O)Nc1ccc2nc(-c3cccc(C)c3)oc2c1 | ? |
| CN(Cc1ccc(C(N)=O)cc1)Cc1ccsc1 | 6% |
| COc1ccc(C(C)=O)cc1CN1CCCC(C)C1 (stereo not drawn) | -9% |
| COc1ccc(S(=O)(=O)N2C[C@@H](F)C[C@H]2C(=O)N2CCOCC2)cc1 | -6% |

Gathered by group, those above with an aryl thioether with sulfur outside any ring (two)
| Structure | KDM5B inhibitor |
| --- | --- |
| COc1cc(C(=O)NCCSc2c(C)[nH]c3ccccc23)cc(OC)c1OC | -17% |
| CN(C)[C@H]1CCN(C(=O)c2ccc(SCCO)cc2)C[C@H]1CCC(=O)O | -12% |

Following part.
| Structure | KDM5B inhibitor |
| --- | --- |
| CC(=O)c1c(C)[nH]c(C(=O)NCCc2ccc(Cl)cc2)c1C | 8% |
| O=C(NC1CCc2nn(CC3CC3)c(=O)n2CC1)c1cc(C2CC2)[nH]n1 (stereo not drawn) | 12% |
| CCOc1cc(-c2ccccc2)sc1C(=O)O | 34%[activator] |
| O=C(O)CCC(=O)N1Cc2ccccc2CC2(CCCN(Cc3ccncc3)C2)C1 (stereo not drawn) | 11%[115 µM] |
| O=C(O)Cn1cc(C(C(=O)O)N2CCN(c3ccc(F)cc3)CC2)c2ccc(F)cc21 (stereo not drawn) | 11% |
| COc1ccc(NC(=O)CSc2nc3c(=O)[nH]cnc3n2-c2ccc(C)cc2)cc1OC | 11% |
| Cc1ccc(Nc2nnc(SCC(=O)Nc3cc(C(=O)O)ccc3C)s2)c(C)c1 | 4% |
| O=C(CCC1CCN(Cc2cccc3c2OCO3)CC1)NCc1cccc(C(F)(F)F)c1 | 14% |
| O=C(Cn1nc2c(cc1=O)CCCCC2)NC1CCN(C(=O)c2cc3ccccc3[nH]2)CC1 | 6% |
| CN1CCN(c2c([N+](=O)[O-])cnc3ccccc23)CC1 | ? |
| CCN(Cc1nc(-c2ccccc2)no1)C(=O)Nc1ccccc1OC | 4% |
| Fc1ccccc1-c1nc(N2CCCCCC2)c2ccccc2n1 | -15% |
| CN(C)c1ccc(C(=O)N2CC[C@@H](CC(=O)O)[C@@H](CCN3CCN(c4ccc(F)cc4)CC3)C2)cc1 | -24% |
| Cc1cn2cc(C(=O)N(C)CCC(O)c3ccccc3)ccc2n1 (stereo not drawn) | ? |
| CC(C)(C)c1ccc(C2CC2C(=O)N/N=C/c2ccsc2)cc1 (stereo not drawn) | -27% |
| O=C(COC(=O)c1nc(-c2ccccc2)n(-c2ccccc2)n1)Nc1cc(F)ccc1F | 2% |
| COc1cccc(-c2ccccc2NC(=O)C2CCN(c3nccnc3C)CC2)c1 | ? |
| O=C(OCC(=O)C12CC3CC(CC(C3)C1)C2)c1c(Cl)cccc1Cl | 10% |
| CO[C@@H]1C[C@H]2C(=O)Nc3ccc(-c4ccccc4F)cc3C(=O)N2C1 | -17%[86.2 µM] |
| CCC(=O)Nc1cccc(C(C)C)c1 | 24% |

Later entries:
| Structure | KDM5B inhibitor |
| --- | --- |
| CCC(C(=O)Nc1ccc(OC)cc1)n1nnc(C(=O)OC)c1C(=O)OC (stereo not drawn) | 1% |
| Cc1cccc(-n2cc(-c3ccccc3)c3c(N4CCCC4)ncnc32)c1 | ? |
| COc1cc2ccccc2cc1C(=O)N1CCC(C(=O)c2ccc3c(c2)OCCO3)CC1 | ? |
| CN(C)C(=O)CSc1nc(NC2CC2)c2ccccc2n1 | -17% |
| CC(=O)Nc1ccc(NC(=O)CN(C)S(=O)(=O)c2ccccc2)cc1 | 5% |
| Cc1cc(NC(=O)c2ccc([N+](=O)[O-])cc2)n(C)n1 | -7% |
| O=c1[nH]c(C2CCCN(Cc3ccsc3)C2)nn1-c1ccccc1 (stereo not drawn) | -11%[86.2 µM] |
| CCO[C@H]1CN(C(=O)Cc2c(C)[nH]c3c(F)cccc23)C[C@@H]1O | 36%[activator] |
| O=C(Cn1cccc1-c1nc(-c2ccccc2)no1)NCc1ccc(F)cc1Cl | 23% |
| O=c1cc(O)c2sc3nc(-c4cccs4)cc(-c4cccs4)c3c2[nH]1 | ? |
| CCN1CCCC1CNCc1cccs1 (stereo not drawn) | 15% |
| COc1ccc(OC)c([S+](=O)([O-])c2nnn3c2nc(N2CCC(F)CC2)c2ccccc23)c1 | 50µM* |
| CN(C)C[C@@H]1CN(c2ccncn2)C[C@H]1NS(=O)(=O)Cc1cccc(F)c1 | -11% |
| Cc1cc(C(=O)Nc2c(F)cc(F)cc2Br)n(-c2ccccc2)n1 | 29% |
| Cn1c(=O)n(C)c2cc(N3CCCCC3)c(NC(=O)COc3ccc(Cl)cc3)cc21 | -3% |
| Cc1ccc(S(=O)(=O)c2nnn3c2nc(NCc2ccc4c(c2)OCO4)c2sccc23)cc1C | ? |
| Cc1nn2c(=O)c(NC(=O)c3ccc(F)cc3)cnc2s1 | 15% |
| O=C(c1nnn2c1COC(c1ccccc1)C2)N1CCN(C(=O)C2(c3ccccc3)CC2)CC1 (stereo not drawn) | -6% |
| COc1ccc(NC(=O)Nc2c(NC3CCCC3)c3ccccc3oc2=O)cc1OC | -9% |
| C/C=C/C=C/C(=O)NCc1cccs1 | -1% |

(next part)
| Structure | KDM5B inhibitor |
| --- | --- |
| O=C(Cc1cccs1)N1CCN(c2ncnc3c2nnn3-c2ccccc2)CC1 | ? |
| O=C(CN1C2CCCC1CC(NC(=O)C1CCCCC1)C2)NCc1ccc(F)cc1 (stereo not drawn) | -4% |
| O=c1c2c(n(Cc3cccnc3)n1CCc1ccccc1)CN(Cc1ccc3c(c1)CCO3)CC2 | ? |
| Cc1ccc(C(NC(=O)CSc2nnnn2C2CCCCC2)c2cccs2)cc1 (stereo not drawn) | -4% |
| CCCN1C(C(=O)c2ccccc2)=C(OC(=O)COc2ccc(C)cc2)c2ccccc2S1(=O)=O | ? |
| O=Cc1ccccc1-c1ccc(O)cc1 | ? |
| COc1ccc(N2CC(C(=O)N3CCN(c4ccccc4)CC3)CC2=O)cc1 (stereo not drawn) | 28% |
| CCCCCCc1ccc(/C(C)=C/C(=O)O)cc1 | 13% |
| Cc1ccc(-c2noc(CSc3nnc(Cc4ccccc4)n3-c3cccc(C)c3)n2)cc1 | -19% |
| COc1ccccc1CNS(=O)(=O)c1ccc(N2CCCCS2(=O)=O)cc1 | -28% |
| C=CCOc1ccc(C(=O)Nc2ccccc2-c2ccccc2)cc1 | -15% |
| O=C(CSc1cn(Cc2ccc(F)cc2)c2ccccc12)N1CCCCCC1 | 15% |
| c1ccc(N2CCN(CCNCC3CNc4ccnn4C3)CC2)cc1 (stereo not drawn) | -14% |
| CNC(=O)C1CCC(Cn2c(=O)c3sccc3n(CC(=O)NCc3ccc(F)cc3)c2=O)CC1 (stereo not drawn) | 12% |
| CCN(CC(=O)NCc1cccs1)C(=O)/C=C/c1cc(OC)ccc1OC | ? |
| CCn1nccc1C(=O)N1c2ccccc2CC1c1nnc(C2CCOCC2)o1 (stereo not drawn) | 12% |
| O=C(CSCc1ccc(F)cc1)N1CCN(c2ccc(Cl)cc2)CC1 | ? |
| C=CCOc1cccc(CNCC)c1 | 20% |
| CCN(CCCNC(=O)c1cc2cc3ccc(C)cc3nc2s1)c1ccccc1 | ? |
| Clc1ccc(C=Nc2ccc(Cl)c(Cl)c2)cc1Cl | -15% |

Compound activity deposited in PubChem BioAssay by National Center for Advancing Translational Sciences (NCATS).

These rows are one share of the data. The share of hits here may be higher or lower than overall.
